Apaf1 inhib: inhibitors of human Apaf-1 apoptosome, primary screen, biochemical, DEVD-Rh110 fluorescence, uHTS; reconstituted apoptosome caspase-3 activity; inhibition, % at 20 µM; 330,000 compounds, 0.71% hits; AID 489030, 2010; active means inhibition of at least 40% at 20 µM;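 further: plate controls were DMSO wells for no effect and DEVD-CHO caspase inhibitor wells for full effect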
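Medium: Hepes buffer, pH 7.5 / System: biochemical Apaf-1 apoptosome reconstitution / Measured by: Rh110 fluorescence, excitation 480 nm, emission 540 nm / Times: compound with Apaf-1, dATP, procaspase-3 30 min, then 50 min reaction, room temperature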
SENP7 inh: SENP7 protease inhibitors, primary screen, biochemical, luminescence, uHTS; Sentrin-specific protease 7 (Homo sapiens), Q9BQF6; recombinant SENP7, Z-RLRGG-aminoluciferin luminescence, 40 min; inhibition, % at 5 µM; 330,000 compounds, 1.5% hits; AID 434973, 2010;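 active means inhibition above about 50% at the single test dose, limit read from the data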;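 further: plate controls were DMSO with enzyme for no effect and no enzyme buffer wells for full effect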
Target sequence (Q9BQF6 706-1050 limits assumed): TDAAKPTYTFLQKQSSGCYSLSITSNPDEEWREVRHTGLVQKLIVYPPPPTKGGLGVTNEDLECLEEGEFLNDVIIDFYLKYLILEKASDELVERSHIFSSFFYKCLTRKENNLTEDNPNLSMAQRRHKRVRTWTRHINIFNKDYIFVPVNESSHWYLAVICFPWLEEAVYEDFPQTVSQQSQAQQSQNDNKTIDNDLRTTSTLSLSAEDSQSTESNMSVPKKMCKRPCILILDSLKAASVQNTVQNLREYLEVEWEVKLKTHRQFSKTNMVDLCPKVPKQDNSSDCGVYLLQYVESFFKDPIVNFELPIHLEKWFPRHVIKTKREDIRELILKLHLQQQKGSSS
Jurkat NFkB inh: inhibitors of induced NF-kB luciferase reporter, primary screen, TCR NF-kB activation inhibitor project, cell-based, luminescence, uHTS | Jurkat, PMA/ionomycin-induced NF-kB luciferase reporter | inhibition, % at 4 µM | 330,000 compounds, 0.53% hits
Gli-Sufu antag: Gli-Sufu pathway antagonists, primary screen, luciferase luminescence, Sufu-KO-LIGHT cells, uHTS; Sufu-KO-LIGHT fibroblasts, Gli luciferase reporter luminescence; inhibition, % at 5 µM; 340,000 compounds, 0.74% hits; AID 588413, 2011;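 active means inhibition above about 55%, limit read from the data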;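 further: 0% = DMSO-treated cells and 100% = wells with medium but no cells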
UBC13 inh: UBC13 polyubiquitin chain formation inhibitors, primary screen, biochemical, TR-FRET, uHTS; 330,000 compounds, 0.47% hits; inhibition, % at 20 µM; Ubiquitin-conjugating enzyme E2 N (Homo sapiens), P61088; in the data active means inhibition above about 45%, passing the limit was not always enough
Target sequence (P61088 whole entry, looked up): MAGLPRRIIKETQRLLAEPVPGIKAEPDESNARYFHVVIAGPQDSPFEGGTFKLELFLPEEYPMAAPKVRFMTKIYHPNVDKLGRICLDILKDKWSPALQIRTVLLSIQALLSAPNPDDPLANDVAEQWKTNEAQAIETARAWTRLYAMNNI
SENP8 block: SENP8 protease inhibitors, primary screen, biochemical, luminescence; inhibition, % at 10 µM; AID 2540, 2010; Sentrin-specific protease 8 (Homo sapiens), Q96LD8; 330,000 compounds, 1.2% hits; purified SENP8, Z-RLRGG-aminoluciferin cleavage
Target sequence (Q96LD8 whole entry, looked up): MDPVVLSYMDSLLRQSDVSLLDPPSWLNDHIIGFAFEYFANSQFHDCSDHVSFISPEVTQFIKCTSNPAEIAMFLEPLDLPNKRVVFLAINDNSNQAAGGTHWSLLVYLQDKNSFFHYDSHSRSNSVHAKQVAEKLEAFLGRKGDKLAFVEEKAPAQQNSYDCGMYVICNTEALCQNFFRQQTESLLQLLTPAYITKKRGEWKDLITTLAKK
HKDC1 inh: HKDC1 hexokinase inhibitors, primary screen, biochemical, fluorescence, uHTS | Q2TB90 | recombinant HKDC1, G6PDH/diaphorase resazurin coupled fluorescence | inhibition, % at 20 µM | 340,000 compounds, 0.16% hits | AID 493160, 2011;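 active means inhibition above about 35% when tested at 20 µM, limit read from the data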;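 further: plate controls were DMSO wells with enzyme for no effect and DMSO wells lacking enzyme for full effect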
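Incubation: 90 min at room temperature in dark / Material: recombinant HKDC1 (HK5) hexokinase enzyme, produced in-house / Quantity: enzyme 5 µg/mL final / Compound: one dose of 20 µM, 1% DMSO / Reagent: glucose and ATP substrates / Buffer or medium: Tris pH 8.0 buffer with MgCl2, Tween-20, BSA, BME / Technique: resorufin fluorescence at 613 nm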
697 NFkB inh: inhibitors of PMA/ionomycin-induced NF-kB reporter, 697 cells, primary screen, B-cell NF-kB inhibitor project, cell-based, luminescence, uHTS; 697 B-cell NF-kB luciferase reporter, 16 h; inhibition, % at 4 µM; 330,000 compounds, 0.33% hits; AID 435022, 2010; in the data active means inhibition above about 35%
An asterisk follows results filed as active; nt = no result given. Unless noted, no stated cut-off is given here; in the data, active means inhibition above about 50%; inactive means the rest.

SMILES	Apaf1 inhib	SENP7 inh	Jurkat NFkB inh	Gli-Sufu antag	UBC13 inh	SENP8 block	HKDC1 inh	697 NFkB inh
COc1cc(/C=C(/NC(=O)c2ccccc2Cl)C(=O)O)cc(OC)c1OC	-2	-1	-11	6	5	-3	-9	-3
Cc1ccc(C(=O)Nc2ccccc2Oc2ccccc2)o1	-1	-7	8	1	4	7	-5	0
COc1ccc(Cl)cc1NC(=O)Cn1c(=O)n2nc(C)nc2c2ccccc21	-2	3	8	-5	14	2	-4	22
O=C(COC(=O)c1ccccc1Nc1cccc(C(F)(F)F)c1)NCc1ccco1	22	10	-1	0	-8	-1	3	-36
Clc1ccc(CN2C3=NCCCN3c3ccccc32)cc1	-2	-3	0	9	4	-4	-5	-2
COC(=O)c1nc2ccc(N3CCOCC3)cc2c(C)c1C(=O)OC	27	-6	-22	-53	-11	-2	6	-39
Cc1ccc(CN(C)C(=O)c2cc(COc3cccc(C(F)(F)F)c3)on2)o1	27	2	-11	-11	-11	10	-2	2
Cn1c(=O)n(C)c2cc(/C=N/NC(=O)c3cc4cc(Br)ccc4o3)ccc21	43*	4	2	9	13	3	-5	6
CCOC(=O)c1sc2nc(NC(=O)C3CCCCC3)sc2c1C	-3	-8	-25	-19	6	1	-5	-14
O=C(CSc1nc2ccccc2[nH]1)Nc1ccc(F)c(F)c1	-3	4	-32	21	-1	0	-4	-14
CCNC(=O)CC1C(=O)N(C)C(=S)N1NC(=O)c1ccc(Cl)cc1 (configuration not stated)	5	7	-9	-4	1	-3	-8	27
CC(C)/C=N/NC(=O)c1ccc(Cl)cc1	-2	-13	2	-4	-4	-11	-10	-10
O=C1NN(c2ccccc2)C(=O)C2C3C=CC(C4CC34)C12 (configuration not stated)	-22	10	-11	-2	-3	7	9	1
O=C(c1ccc(Cn2c(=S)[nH]c3cc4c(cc3c2=O)OCO4)cc1)N1CCN(c2ccccc2)CC1	11	-5	14	39	20	-4	-11	-3
Cc1cn(C2CCC(CO)O2)c(=O)[nH]c1=O (configuration not stated)	-4	-3	8	-5	1	-4	-3	14
CCc1nnc(NS(=O)(=O)c2ccc(NC(=S)NC(=O)/C=C/c3ccccc3)cc2)s1	7	-2	-8	-2	-24	-14	1	-31
Cc1ccc(-n2c(C)cc(C(=O)Cn3nc(C(=O)O)c4ccccc4c3=O)c2C)cc1	19	-4	-2	-18	-10	-14	-5	0
O=C(CSC1=NCCS1)N1CCCC1	-6	-9	-6	4	14	-2	-7	13
NS(=O)(=O)c1ccc(NC(=S)N2CCc3ccccc32)cc1	3	-10	5	11	-5	-4	-4	-9
Cc1cccc(CN2CCN(CC(=O)NCc3ccc(F)cc3)C2=O)c1	2	1	14	8	2	8	-4	-11
CCOC(=O)Cc1c(C)nc2c(-c3ccc(Cl)cc3)cnn2c1C	27	-10	-17	-16	6	-11	0	-13
O=c1cc(CSc2n[nH]c(-c3ccncc3)n2)nc2sccn12	-6	5	20	6	-6	6	-4	4
CN(Cc1cnn(C)c1)C(=O)C1CCC(=O)N(C2CCCCCC2)C1 (configuration not stated)	6	-4	-25	-13	4	-3	-8	2
CC(C)(C)c1cc(CCC(=O)NNC(=S)NC(=O)c2ccccc2)cc(C(C)(C)C)c1O	-9	5	-1	59*	-34	-3	-9	-28
CCCCOc1cccc(C(=O)NC(=S)Nc2ccc(Cl)c(C(=O)O)c2)c1	-7	2	-4	-5	-3	-1	-13	12
Clc1ccc(CN(Cc2ccc(Cl)cc2)c2nn[nH]n2)cc1	-3	31	19	7	-3	0	-10	-9
COc1ccccc1NC(=O)CN1CCN(CC(=O)Nc2cc(C)ccc2OC)CC1	4	-5	24	19	2	3	2	-30
O=C(CNS(=O)(=O)c1c(F)cc(F)cc1Br)OCC(=O)N1CCCC1=O	5	1	4	-8	-2	-4	-8	7
O=C(COc1ccc([N+](=O)[O-])cc1)NNC(=S)NC(=O)c1ccc(Br)cc1	14	-7	16	1	-14	-9	-16	0
Cc1ccc(NS(=O)(=O)c2cc(C(=O)N3CCc4ccccc4C3)ccc2Cl)cc1	9	-9	1	1	1	1	15	-3
O=C(CCn1cccc1)Nc1ccccc1F	2	1	-1	7	4	-6	1	17
O=C(COC(=O)CCSc1ccc(Cl)cc1)Nc1ccc(F)cc1	13	7	12	0	14	-2	-2	17
COc1ccc(Cl)cc1NC(=O)CCNS(=O)(=O)c1cccc2nonc12	4	4	6	-4	7	10	-2	12
Cc1cccc(S(=O)(=O)Nc2ccc(C)c3c2OC(C)(C)C3)c1	27	-2	-11	6	10	5	1	10
COc1ccc(NS(=O)(=O)c2cc(-c3cnc(C4CC4)o3)ccc2C)cc1	8	-1	59*	-9	-5	2	0	-19
C/C(=N\NC(=O)C(c1ccccc1)c1ccccc1)c1ccccn1	-3	3	79*	89*	-13	-1	-6	-12
COc1ccc(-c2cn3c(C)c(C(=O)NC(C)(C)C)sc3n2)cc1	13	-3	-96	-81	-7	-5	-1	-126
NC(=O)c1nnsc1-c1ccc(-c2snnc2C(N)=O)cc1	-1	-5	7	0	-11	-4	-3	-1
CC(C)[C@H](NC(=O)OCc1ccccc1)C(=O)OCC(=O)c1ccccc1	11	18	-3	-26	14	8	-1	8
Cc1nc2c(C)cccn2c(=O)c1NC(=O)COc1ccccc1	-7	-2	5	-4	0	17	-9	3

Already shown: 6 of the compounds above.
SMILES	Apaf1 inhib	SENP7 inh	Jurkat NFkB inh	Gli-Sufu antag	UBC13 inh	SENP8 block	HKDC1 inh	697 NFkB inh
Clc1ccc(CN(Cc2ccc(Cl)cc2)c2nn[nH]n2)cc1	-3	31	19	7	-3	0	-10	-9
COc1ccccc1NC(=O)CN1CCN(CC(=O)Nc2cc(C)ccc2OC)CC1	4	-5	24	19	2	3	2	-30
O=C(CNS(=O)(=O)c1c(F)cc(F)cc1Br)OCC(=O)N1CCCC1=O	5	1	4	-8	-2	-4	-8	7
O=C(COc1ccc([N+](=O)[O-])cc1)NNC(=S)NC(=O)c1ccc(Br)cc1	14	-7	16	1	-14	-9	-16	0
Cc1ccc(NS(=O)(=O)c2cc(C(=O)N3CCc4ccccc4C3)ccc2Cl)cc1	9	-9	1	1	1	1	15	-3
O=C(CCn1cccc1)Nc1ccccc1F	2	1	-1	7	4	-6	1	17

Following part:
SMILES	Apaf1 inhib	SENP7 inh	Jurkat NFkB inh	Gli-Sufu antag	UBC13 inh	SENP8 block	HKDC1 inh	697 NFkB inh
Cn1nnc(NCc2cc(Br)ccc2OCc2cccs2)n1	-8	3	7	3	1	13	-6	-16
CCc1ccc(NC(=O)C(=O)N/N=C(\C)CC(=O)NCc2ccc(Cl)cc2)cc1	7	-1	13	-14	3	-1	-11	9
CC(=O)c1ccc(NC(=O)C2CC(=O)N(Cc3ccccc3)C2)cc1 (configuration not stated)	-3	-7	-70	-54	1	-12	-9	-37
Cc1ccc(-c2nnc(-n3ncc(C#N)c3N)c3ccccc23)cc1C	11	-12	-9	12	9	-7	-3	16
CC(=O)c1c(N2CCN(C)CC2)nc(=S)n(-c2cc(C)ccc2C)c1C	6	4	-12	0	2	-3	-12	-9
CC(C)C[C@H](NC(=O)c1nc[nH]c1C(=O)N[C@@H](CCCCNC(=O)OC(C)(C)C)C(=O)OC(C)(C)C)C(=O)OC(C)(C)C	33	-6	19	18	-58	-16	0	9
CCN(C(=O)COC(=O)CNC(=O)c1sc2ccccc2c1Cl)C1CCCCC1	30	3	-2	-2	-1	-7	6	27
COC(=O)C(C)Sc1nnc(-c2ccncc2)o1 (configuration not stated)	4	3	9	7	3	-4	4	21
Cc1ccccc1C(=O)OC1CCCN(C)C1 (configuration not stated)	-14	-5	15	6	3	-1	-5	20
O=C(NC1CCCC1)C(c1ccccc1)N(Cc1ccc2c(c1)OCO2)C(=O)Cc1cccs1 (configuration not stated)	15	9	-7	8	-2	-4	5	9
COc1ccc(N(C(=O)c2snc(C(N)=O)c2N)C(C(=O)NC2CCCC2)c2cc(OC)ccc2OC)cc1 (configuration not stated)	16	-5	-1	-3	17	1	-3	12
COc1cc(O)c(C(CC(=O)N2CCCC(C)C2)c2cc(OC)c(OC)c(OC)c2)c(OC)c1 (configuration not stated)	11	0	6	0	-2	-2	4	10
COc1ccccc1C(=O)N/N=C(\C)CC(=O)Nc1ccc2c(c1)OCCO2	-1	-4	3	-10	-1	2	4	13
COC(=O)c1cccc(NC(=O)CSc2nc3cccnc3n2C)c1	-5	1	28	5	7	1	0	-33
O=C(Cn1nc(C(F)(F)F)c2c1CCCCC2)N1CCOCC1	-3	-5	-23	3	-14	0	-3	-13
CC(=O)NCCNC(=O)c1ccc(-n2c(C)ccc2C)cc1	-15	7	-6	19	0	6	-5	18
CCS(=O)(=O)N1CCC(C(=O)NCc2ccco2)CC1	-29	-5	-9	-7	3	-2	-3	19
NCCCC[C@H](NC(=O)C1CCNCC1)c1nnc([C@@H](N)CO)o1	9	-6	1	-5	7	-15	-17	-7
NNC(=O)[C@H]1C[C@@H]1c1ccccc1	2	-1	3	-6	7	5	4	-1
CC(C)(C)c1cccc(Cn2nnc3ccccc32)c1O	26	4	-4	0	9	-5	0	-32

The final 3 compounds of the part above open the next one.
SMILES	Apaf1 inhib	SENP7 inh	Jurkat NFkB inh	Gli-Sufu antag	UBC13 inh	SENP8 block	HKDC1 inh	697 NFkB inh
NCCCC[C@H](NC(=O)C1CCNCC1)c1nnc([C@@H](N)CO)o1	9	-6	1	-5	7	-15	-17	-7
NNC(=O)[C@H]1C[C@@H]1c1ccccc1	2	-1	3	-6	7	5	4	-1
CC(C)(C)c1cccc(Cn2nnc3ccccc32)c1O	26	4	-4	0	9	-5	0	-32
CC(=O)Nc1ccc(S(=O)(=O)NCCC(=O)NCCCc2ccccc2)cc1	2	2	0	2	2	2	-2	2
OC(c1nc2ccc(F)cc2[nH]1)C(O)c1nc2ccc(F)cc2[nH]1 (configuration not stated)	8	-9	-12	nt	-6	-8	3	-4
CC(=O)N1CCN(C(=O)COC(=O)/C=C/c2ccccc2[N+](=O)[O-])CC1	7	-4	1	6	-8	-4	10	-3
COc1ccc(N2CCN(CC(=O)Nc3cc(C)cc(C)c3)CC2)cc1	-7	-4	-3	4	-1	1	-2	5
CC(NC(=O)CNC(=O)c1ccc2c(c1)OCO2)c1ccc(S(N)(=O)=O)cc1 (configuration not stated)	1	4	6	-8	-2	-6	-2	9
CCCC(C)NC(=O)C1CC(=O)N(CCc2ccc(F)cc2)C1 (configuration not stated)	-8	-1	1	7	-8	3	-9	-8
COc1ccccc1-n1c(SCC(=O)NC(C)(C)C)nc(O)cc1=O	-10	7	-1	0	3	-4	-9	10
Cc1ccc2c(c1)c1c(n2CC(O)CN2C(=O)CNC2=O)C(=O)CCC1 (configuration not stated)	4	6	8	4	11	1	7	7
O=C(CNC(=O)c1ccc(S(=O)(=O)N2CCCCC2)cc1)N/N=C/c1ccco1	9	7	7	-5	-11	7	-8	-8
COc1ccc(/C=N/NC(=S)Nc2ccccc2)cc1COc1ccc(F)cc1F	11	-1	-9	14	-16	-8	-14	-37
O=S(=O)(NC1CC2CCC1C2)c1ccc(Br)s1 (configuration not stated)	12	7	1	-5	8	4	-3	6
Cc1ccc(NCc2nnc(SCc3ccc(C#N)cc3)n2Cc2ccco2)c(C)c1	16	2	11	1	6	5	4	-6
COc1ccc(CCNc2nc(-c3cccc(NC(C)=O)c3)cs2)cc1OC	-4	3	2	-5	4	2	-7	13
O=C(CSc1nc2ccccc2o1)Nc1nc2ccccc2s1	4	-1	-10	8	2	-1	-2	-5
